# Bioassay records: PubChem BioAssay, Southern Research Specialized Biocontainment Screening Center
# inhibitors of VEEV: inhibitors of VEEV TC-83 cytopathic effect, confirmation, Vero cells (AID 588727); Vero cells, VEEV TC-83 cytopathic effect inhibition; higher % means a stronger effect; inhibition, % at 20 µM; hits with a dose series show IC50 in µM; actives 0.13% (n = 350,000); in the data active means a potency from the dose series; inconclusive means inhibition mostly from about 14% at the one dose, without a potency; inactive means the rest, 99 in 100 with inhibition below about 12%; further: strong numbers were not always called active
# PhoP GFP inhibition: Inhibition of PhoP regulon, Salmonella typhi GFP reporter cells, confirmation, 4 h (AID 1850); Salmonella Typhi PhoP-promoter GFP reporter, fluorescence, 4 h; higher % means a stronger effect; inhibition, % at 50 µM; hits with a dose series show IC50 in µM; actives 0.33% (n = 310,000); in the data active means a potency from the dose series; inconclusive means inhibition mostly from about 25% at the one dose, without a potency; inactive means the rest, 99 in 100 with inhibition below about 19%;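 further: 0% = induced wells with vehicle and 100% = uninduced wells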
# influenza NS1A: NS1A inhibition, H1N1 influenza, cell based functional assay (AID 504329); NS1A functional cell-based assay, percent inhibition; higher % means a stronger effect; inhibition, % at 12.5 µM; hits with a dose series show IC50 in µM; actives 0.3% (n = 340,000); in the data active means a potency from the dose series; inconclusive means inhibition above about 27% without an active follow-up result; further: strong numbers were not always called active
# H37Rv inhibition: M. tuberculosis growth inhibition, HTS (AID 449762); inhibition, % at 25 µM; hits with a dose series show IC50 in µM; actives 0.59% (n = 330,000); M. tuberculosis H37Rv growth inhibition, 7H9 media; higher % means a stronger effect; in the data active means a potency from the dose series; inconclusive means inhibition above about 70% without an active follow-up result;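 further: bacterial growth assessed after seven days of incubation; strong numbers were not always called active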
# M. tuberculosis: growth inhibition of non-replicating M. tuberculosis (AID 488890). Mycobacterium tuberculosis non-replicating, growth inhibition; higher % means a stronger effect. one-dose inhibition, % at 25 µM; IC50 in µM for titrated hits. actives 0.39% (n = 320,000); in the data active means a potency from the dose series; inconclusive means inhibition mostly from about 82% at the one dose, without a potency; inactive means the rest, 99 in 100 with inhibition below about 76%;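 further: plate controls were DMSO cells for no effect and high antibiotic wells for full effect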
# inhibitors of VEEV 10K pilot screen: second read-out of inhibitors of VEEV, no call of its own (marks repeat the call); inhibition, %; measured here: 10K pilot screen inhibition
# Numbers without * were called inactive; i = inactive; ? = inconclusive; nt = not tested or not shown.
SMILES,inhibitors of VEEV,PhoP GFP inhibition,influenza NS1A,H37Rv inhibition,M. tuberculosis,others
COc1ccc(S(=O)(=O)NCCc2cn3nc(C)c(C)nc3n2)cc1F,1.7%,-25%,-3%,6%,1%,
CN(CCC1CCCCO1)C(=O)CCc1nnc(CCCCc2ccccc2)o1 (stereo not drawn),0.8%,-7%,-5%,-4%,23%,
O=C(Nc1ccc2nccnc2c1)c1ccco1,0.9%,2%,-1%,0%,4%,
CC(C)CNC(=S)NNC(=O)c1ccccc1OC(F)F,2.0%,-1%,-2%,nt,nt,
O=C(CN1C(=O)NC(Cc2c[nH]c3ccccc23)C1=O)NC1CCCCC1 (stereo not drawn),1.9%,nt,-7%,-4%,10%,
O=C(COC(=O)/C=C/c1cccc(C(F)(F)F)c1)NC(=O)NCc1ccco1,1.8%,nt,1%,-4%,42%,
CCOC(=O)c1cnc2c(C)c(C)ccc2c1NCCN1CCOCC1,0.3%,nt,22%,nt,nt,
Cc1c(C)c(C)c(CN2CCCC2)c(C)c1C,11%,-2%,-17%,3%,12%,
COc1ccc(C(c2nnnn2Cc2cccs2)N2CCN(c3ccccc3F)CC2)cc1OC (stereo not drawn),0.6%,0%,12%,0%,-6%,inhibitors of VEEV 10K pilot screen=0.0
O=C(CCCOc1ccccc1)Nc1nccs1,3.6%,-3%,7%,0%,52%,
CCNC(=O)CN1C(=O)NC2(CCCc3cc(OC)ccc32)C1=O (stereo not drawn),0.3%,-4%,-8%,6%,0%,
CCc1c(O)nc(SCC(=O)Nc2ccc(OC)cc2)n(C2CCCCC2)c1=O,i,-5%,-1%,52%,53%,
COc1cc(C#Cc2c(C=O)n(C)c3ccccc23)cc(OC)c1,1.1%,nt,-15%,1%,-5%,
CCNc1nc(NC(C)C)nc(N2CC(=O)N(CC(=O)OCC)C2=N)n1,1.1%,-3%,3%,3%,-9%,
Cn1c2c(c(=O)n(C)c1=O)C(c1ccccc1OC(F)F)C1=C(CCCC1=O)N2 (stereo not drawn),1.8%,-2%,7%,-9%,-1%,
O=C(Nc1ccccc1)c1ccc2c(c1)OCCCO2,1.3%,-2%,-9%,-5%,19%,
COc1cccc(C(=O)NNC(=O)C2CCCO2)c1 (stereo not drawn),i,7%,8%,-9%,-6%,
COC(=O)c1cc(/C=C/c2ccccc2)[nH]n1,1.1%,5%,5%,38%,nt,
Cc1ccc2nc(-c3ccc(NC(=S)NC(=O)CC(C)C)cc3)sc2c1,1.9%,-3%,13%,-7%,-10%,
CC(=O)c1cnc(SCC(=O)O)nc1C,1.1%,8%,2%,6%,2%,
CC(=O)Nc1ccc(OCc2ccccc2)cc1[N+](=O)[O-],3.7%,nt,-2%,nt,nt,
COc1cccc(C(c2nnnn2CC2CCCO2)N2CCN(C(=O)c3ccco3)CC2)c1OC (stereo not drawn),0.7%,3%,-3%,-4%,2%,
Cn1nnnc1SCC(=O)Nc1ccc(Oc2ccc(Cl)cc2)cc1,0.2%,-14%,-1%,-17%,-15%,
OCCN(Cc1ccccc1)Cc1ccc(C(F)(F)F)cc1,0.6%,-7%,-4%,-5%,10%,inhibitors of VEEV 10K pilot screen=1.3
Cc1ccc(C(=O)CN2/C(=C(\O)c3ccccc3)C(=O)c3ccccc3S2(=O)=O)c(C)c1,0.0%,-13%,-9%,-7%,42%,
CSc1ccccc1NC(=O)CN1CCN(Cc2ccccc2)CC1,3.0%,7%,2%,-5%,8%,
Cn1c(=O)c2c(nc(SCCCC#N)n2Cc2c(F)cccc2Cl)n(C)c1=O,2.5%,-8%,2%,0%,33%,
CNc1ccccc1C(=O)OCC(=O)Nc1ccc2c(c1)OCO2,4.9%,7%,-13%,2%,-2%,
CC(Oc1ccccc1)C(=O)Nc1nnc(S(=O)(=O)Nc2ccccc2)s1 (stereo not drawn),4.8%,-17%,-1%,3%,7%,
COc1ccccc1CNC(=O)[C@H](NC(=O)C1CCN(C(=O)[C@@H](N)CCSC)CC1)C(C)C,0.1%,2%,8%,-3%,-8%,
O=C(NCCCn1ccnc1)c1cc(Cl)cc(Cl)c1,i,5%,-2%,9%,10%,
O=C(NCCN1CCOCC1)c1cc(-c2cccc(Cl)c2)on1,2.6%,8%,12%,6%,6%,
O=C(Cc1cccc([N+](=O)[O-])c1)Nc1cccc(C(=O)N2CCOCC2)c1,0.4%,nt,9%,9%,3%,
CCCc1nnc(NC(=O)CCS(=O)(=O)Cc2ccccc2)s1,0.3%,14%,-3%,2%,39%,
O=C(CN1C(=O)c2ccc([N+](=O)[O-])cc2C1=O)Nc1nccs1,0.1%,-4%,-8%,-6%,-7%,
CCN=c1scc(-c2ccco2)n1/N=C/c1ccc(OC)c(O)c1,i,-3%,29%,12µM*,60%,
O=c1c2ccccc2nc(SCc2nnc(-c3ccccc3Br)o2)n1Cc1ccco1,0.2%,-6%,0%,-8%,-10%,
c1ccc(CC(Cc2ccccc2)c2ccccn2)cc1,5.0%,nt,-19%,nt,nt,
C/C(=N\NC(=O)C1CCCC1)c1ccc(Cl)cc1,3.0%,3%,-10%,-7%,20%,
CC1CCCN1CC#CC(O)(c1ccccc1)c1ccccc1 (stereo not drawn),1.2%,-4%,nt,9%,6%,
CCc1ccc(Nc2nnc(SCC(=O)NC(=O)c3cccn3C)s2)cc1,1.3%,6%,-14%,2%,54%,
CCOC(=O)c1cnc2ccc(Br)cc2c1NCC(C)O (stereo not drawn),1.5%,nt,8%,nt,nt,
COC/C=C/C1=CC2=CC(=O)C(C)(OC(=O)C3CCCC3)C(=O)C2=CO1 (stereo not drawn),0.1%,1%,-1%,5%,11%,
Cc1ccc(N(Cc2cc3ccccc3[nH]c2=O)C(=O)c2cccs2)cc1C,5.9%,-7%,19%,-12%,3%,
O=C(c1ccc(Cl)c(S(=O)(=O)N2CCCCC2)c1)N1CCCC1,0.9%,-3%,16%,0%,13%,
CCOc1ccc(CCNC(=O)COC(=O)C2=NNC(=O)CC2)cc1OCC,1.6%,-6%,4%,-2%,-6%,
Cc1ccc(-c2nc3ccccn3c2Nc2ccccc2)o1,1.9%,3%,5%,2%,8.4µM*,
CCCCn1c(=O)c(C(=O)NC(C)c2ccccc2)c(O)c2ccccc21 (stereo not drawn),5.4%,-4%,1%,0%,-7%,
CC(=O)c1c(C)[nH]c(C(=O)COc2ccc(C#N)cc2)c1C,8.0%,-10%,4%,0%,1%,
COc1ccc(CCn2ccc(O)c(Cc3c(F)cccc3Cl)c2=O)cc1OC,1.6%,5%,-5%,-6%,12%,
CC(C)n1nc(C(=O)OCC(=O)NCCc2ccc(S(N)(=O)=O)cc2)c2ccccc2c1=O,2.1%,nt,-9%,nt,nt,
Cc1cccc(NC(=O)CSc2nnc(-c3ccc(S(=O)(=O)N4CCCC4)cc3)o2)c1,2.6%,-9%,-3%,-5%,24%,
CCOC(=O)CSc1nnc(-c2ccccc2)c(=O)[nH]1,i,9%,0%,-3%,-3%,
Cc1ccc(C(=O)Nc2ccc(OCc3ccccc3)cc2)cc1[N+](=O)[O-],i,8%,-1%,2%,-12%,
Cc1cc(=O)oc2cc(OCC(=O)Nc3cccnc3)ccc12,i,nt,-3%,-8%,-4%,
CCOc1cc(/C=N/NC(=O)c2cc3c(ccc4ccccc43)o2)ccc1O,3.5%,-4%,-8%,-5%,-5%,
O=C(O)C1=CC[C@@H](c2ccc(Cl)cc2)N(S(=O)(=O)c2ccc(Cl)cc2)[C@H]1c1ccccc1,1.5%,-2%,8%,0%,21%,
Cc1nnc(SCc2ccc(Cl)cc2Cl)[nH]c1=O,2.6%,3%,-2%,-5%,51%,
CN(CC(=O)Nc1ccccc1Cl)C(=O)CSc1nnc(-c2ccco2)n1C,2.0%,nt,-7%,-3%,-4%,
O=C(N1CCCCC1)C12CC3CC(CC(C3)C1)C2,i,-19%,-16%,7%,13%,

# (next part)
SMILES,inhibitors of VEEV,PhoP GFP inhibition,influenza NS1A,H37Rv inhibition,M. tuberculosis,others
CC(C)[C@H](N)c1cn([C@@H](CO)C(=O)N2CCNCC2)nn1,0.3%,-26%,-11%,-2%,-5%,inhibitors of VEEV 10K pilot screen=1.2
CCOc1ccc(-c2c(C(=O)N/N=C(\C)c3cccnc3)nnn2-c2nonc2N)cc1,0.5%,-2%,-6%,6%,-11%,
CCOC(=O)NC(=O)C(=CNNc1ncc(C(F)(F)F)cc1Cl)C(=O)NC(=O)OCC,1.1%,4%,-4%,-1%,-6%,
COc1ccc(/C=C2\SC(=S)N(CCCC(=O)Nc3cc(C)on3)C2=O)cc1OC,1.4%,-19%,18%,2%,9%,
Cc1cccc(N2CC(C(=O)Nc3ccc4c(c3)OCCO4)CC2=O)c1C (stereo not drawn),0.8%,-2%,2%,4%,nt,
COc1ccc(OC2CCN(S(=O)(=O)c3ccc(OC)cc3)CC2)cc1,1.4%,15%,4%,10%,48%,
O=c1c2ccccc2nc(-c2ccccc2)n1Cc1ccccc1,0.4%,-5%,6%,5%,16%,
Cc1oc(-c2ccccc2)nc1C(=O)O,0.3%,6%,1%,-6%,-16%,inhibitors of VEEV 10K pilot screen=0.1
C#CCOCCOCCOCCNc1nc(N2CCN(C(=O)[C@H](CCC(=O)O)n3cc(CN)nn3)CC2)nc(N2CCN(C(=O)[C@H](CCCCN)n3cc([C@@H](N)CC(N)=O)nn3)CC2)n1,0.9%,nt,5%,-3%,5%,
CC(C)OC(=O)c1ccc(NCc2cc(O)ccc2O)cc1Cl,13%,nt,15%,nt,nt,
CCC(=O)Nc1ccc(-c2ccc(NC(=O)CC)c(OC)c2)cc1OC,3.3%,6%,9%,0%,7%,
CCn1cc(Br)c(C(=O)Nc2ccc(OC)cc2)n1,i,-15%,-3%,-1%,5%,
CC(C)[C@H](NS(=O)(=O)c1ccccc1)C(=O)OCc1cc([N+](=O)[O-])cc2c1OCOC2,1.7%,nt,6%,nt,nt,
CCC(=O)NC(c1ccccc1OC)c1ccc2cccnc2c1O (stereo not drawn),9.9%,-4%,11%,-9%,-2%,
CC(Oc1ccc2ccc(=O)oc2c1)C(=O)N1CCOCC1 (stereo not drawn),3.7%,-2%,-12%,1%,1%,
COc1ccc(N2C(=O)CC(Sc3nnnn3-c3ccc(F)cc3)C2=O)cc1 (stereo not drawn),0.3%,-4%,-7%,-6%,27%,
O=c1cc(CO)oc(C(Nc2ccccn2)c2ccc(C(F)(F)F)cc2)c1O (stereo not drawn),0.6%,-9%,-2%,2%,-12%,
O=C(COc1cccc2c1CCN(Cc1ccccc1F)C2=O)N1CCOCC1,nt,-8%,nt,1%,11%,
CC(=O)Nc1cccc(C(=O)OCC(=O)N(c2ccccc2)C2CCS(=O)(=O)C2)c1 (stereo not drawn),0.2%,nt,9%,nt,nt,
CCOC(=O)C1CCN(Cc2cc(=O)n3c(-c4ccccc4)csc3n2)CC1,0.4%,7%,9%,-1%,-10%,

# Retrieved by structure from the entries so far:
SMILES,inhibitors of VEEV,PhoP GFP inhibition,influenza NS1A,H37Rv inhibition,M. tuberculosis,others
O=c1c2ccccc2nc(-c2ccccc2)n1Cc1ccccc1,0.4%,-5%,6%,5%,16%,
CCOC(=O)NC(=O)C(=CNNc1ncc(C(F)(F)F)cc1Cl)C(=O)NC(=O)OCC,1.1%,4%,-4%,-1%,-6%,
C#CCOCCOCCOCCNc1nc(N2CCN(C(=O)[C@H](CCC(=O)O)n3cc(CN)nn3)CC2)nc(N2CCN(C(=O)[C@H](CCCCN)n3cc([C@@H](N)CC(N)=O)nn3)CC2)n1,0.9%,nt,5%,-3%,5%,
CC(C)OC(=O)c1ccc(NCc2cc(O)ccc2O)cc1Cl,13%,nt,15%,nt,nt,
CCC(=O)Nc1ccc(-c2ccc(NC(=O)CC)c(OC)c2)cc1OC,3.3%,6%,9%,0%,7%,
COc1ccc(OC2CCN(S(=O)(=O)c3ccc(OC)cc3)CC2)cc1,1.4%,15%,4%,10%,48%,

# (cont.)
SMILES,inhibitors of VEEV,PhoP GFP inhibition,influenza NS1A,H37Rv inhibition,M. tuberculosis,others
O=C1NC(=O)C2(CCCCC2)N1,0.3%,nt,-2%,nt,nt,
Cc1cc(C)cc(N=c2c([N+](=O)[O-])nn(-c3cccc(Cl)c3)n2O)c1,1.4%,5%,17%,?,?,
Cc1ccc(-n2c(SCc3cc(=O)n4ccsc4n3)nnc2-c2cccnc2)c(C)c1,i,-1%,-3%,0%,-1%,
O=C(c1cccc(C(F)(F)F)c1)C1CCCN(C(=O)CCCn2cncn2)C1 (stereo not drawn),i,-8%,1%,5%,-2%,
COc1ccc(-c2nn(C)c3sc(C(=O)NCCN(C)C)cc23)cc1OC,1.1%,1%,-2%,-5%,10%,
CC(=O)N1N=C(c2ccccc2)CC1c1cn(Cc2ccccc2)c2ccccc12 (stereo not drawn),9.9%,-7%,3%,5%,-25%,
CCc1nnc(NC(=O)c2ccc(S(=O)(=O)NCC(C)C)cc2)s1,4.5%,8%,-7%,1%,-3%,
